PI4K2A block = qHTS for small molecular inhibitors of PI4K2A; purified PI4K2A, ADP-Glo luminescence, 1 h; active compounds read low; activity change, negative = inhibition, % at 76.9 µM; 420,000 tested, 0.13% active; AID 1346378, 2018; in the data active means activity change below about -50%; inconclusive means mostly about -30% to -49%;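 further: -100% = wells without enzyme as full effect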
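Compounds are screened against recombinant PI4K2A using PI as substrate and ATP, the latter dispensed at 300 microM. Reactions run one hour at ambient temperature before ADP-Glo detection; full inhibition defined by wells lacking enzyme.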
PGK inhibitor = qHTS Assay to Find Inhibitors of Phosphoglycerate Kinase; Potency, µM (series often up to 57.5 µM), inactives show top-dose activity change, negative = inhibition, actives largely listed as inhibitors; 380,000 tested, 0.043% active; PGK/GAPDH coupled, Kinase-Glo luminescence, 60 min; Phosphoglycerate kinase, glycosomal (Trypanosoma brucei brucei), P07378; AID 602233, 2012; further: potency means the concentration at half of the fitted maximal effect; on the % scale 0 is the no-effect control and ±100 the full control effect; nearly all actives have a fitted effect of over 60% in size
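Recombinant glycosomal PGK reaction used 1,3-bisphosphoglycerate generated in-well by GAPDH (100nM final) in 100mM TEA pH 7.6, 5mM MgCl2, 0.01% Tween-20. After 60 minutes at room temperature, ATP was read by Kinase-Glo Plus luminescence end-point.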
mIDH1 inhibitor = qHTS for Inhibitors of mutant isocitrate dehydrogenase 1 (IDH1): qHTS. Isocitrate dehydrogenase [NADP] cytoplasmic (Homo sapiens), O75874. IDH1-R132H enzyme, NADPH consumption, diaphorase/resazurin fluorescence. Potency, µM (highest dose often 76.6 µM), for the others: at the top dose activity change, negative = inhibition, actives largely listed as inhibitors. 390,000 tested, 0.093% active. AID 602179, 2012; further: potency means the concentration at half of the fitted maximal effect; on the % scale 0 is the no-effect control and ±100 the full control effect; nearly all actives have a fitted effect of over 65% in size
Target sequence (O75874 whole entry R132H, stated change not applied): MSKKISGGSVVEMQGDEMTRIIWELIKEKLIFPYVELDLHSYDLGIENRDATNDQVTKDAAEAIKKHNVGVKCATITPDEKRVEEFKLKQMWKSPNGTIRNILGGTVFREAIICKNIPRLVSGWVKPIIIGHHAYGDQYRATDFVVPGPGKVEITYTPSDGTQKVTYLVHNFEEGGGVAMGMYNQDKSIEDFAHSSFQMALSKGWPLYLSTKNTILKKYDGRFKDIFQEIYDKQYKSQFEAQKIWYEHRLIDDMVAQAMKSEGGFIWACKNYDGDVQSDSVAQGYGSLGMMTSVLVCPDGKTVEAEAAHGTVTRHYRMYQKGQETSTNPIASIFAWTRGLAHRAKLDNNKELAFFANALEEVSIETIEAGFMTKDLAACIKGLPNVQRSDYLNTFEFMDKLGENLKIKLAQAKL
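IDH1-R132H (0.5 ug/mL) preincubated 30 min with compound, then NADPH (0.016 mM) and alpha-KG (2 mM) added; 80 min at RT, pH 7.5. Remaining NADPH coupled via diaphorase/resazurin to fluorescence (540/590 nm); concentration-response curves normalized to no-enzyme control.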
GLS inhibitor = qHTS for Inhibitors of Glutaminase (GLS); Potency, µM (titrated, usually from 45.5 µM), inactives show at the highest dose activity change, negative = inhibition, hits mostly inhibitors; GLS enzymatic activity, qHTS titration; Glutaminase kidney isoform, mitochondrial (Homo sapiens), O94925; AID 624170, 2012; 410,000 tested, 0.21% active; further: potency means the concentration at half of the fitted maximal effect; on the % scale 0 is the no-effect control and ±100 the full control effect
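Read-out is an Amplex red fluorescence increase coupled through glutamate oxidase and HRP, measured before and after 30 min room-temperature incubation. hKGA is in 45 mM KH2PO4 (pH 8.2) with 0.02% Tween-20; glutamine added as 1mM solution.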
TrxR1 substrate = qHTS Assay for Substrates of Mammalian Selenoprotein Thioredoxin Reductase 1 (TrxR1): qHTS. 390,000 tested, 0.01% active. Thioredoxin reductase 1, cytoplasmic (Rattus norvegicus), O89049. AID 588456, 2011. Potency, µM (highest dose often 114 µM), for inactives: at the highest dose activity change, negative = substrate turnover. purified TrxR1 substrate turnover, NADPH consumption readout; further: potency means the concentration at half of the fitted maximal effect; on the % scale 0 is the no-effect control and ±100 the full control effect; nearly all actives have a fitted effect of over 50% in size
Target sequence (O89049 whole entry, looked up): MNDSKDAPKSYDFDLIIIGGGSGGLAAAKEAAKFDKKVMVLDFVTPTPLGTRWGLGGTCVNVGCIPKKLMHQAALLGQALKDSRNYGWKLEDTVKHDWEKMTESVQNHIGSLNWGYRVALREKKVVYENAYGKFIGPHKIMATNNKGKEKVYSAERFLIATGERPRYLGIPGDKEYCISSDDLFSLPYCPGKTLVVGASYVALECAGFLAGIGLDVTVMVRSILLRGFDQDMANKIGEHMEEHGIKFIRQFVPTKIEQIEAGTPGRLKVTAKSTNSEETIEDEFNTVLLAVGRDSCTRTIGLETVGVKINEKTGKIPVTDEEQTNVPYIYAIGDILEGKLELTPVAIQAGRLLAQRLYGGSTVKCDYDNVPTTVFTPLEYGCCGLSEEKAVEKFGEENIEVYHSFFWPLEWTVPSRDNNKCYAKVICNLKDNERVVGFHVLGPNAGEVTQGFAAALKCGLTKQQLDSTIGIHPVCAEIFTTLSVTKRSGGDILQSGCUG
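Rat TrxR1, dispensed at 90 nM, was prereduced with 400 uM NADPH (final) for 5 min at ~22 deg C, then incubated with compound 15 min before 400 uM selenite. A first-read NADPH fluorescence drop versus no-compound background flagged substrates.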
USP1-UAF1 inh = Inhibitors of USP1/UAF1: Primary Screen | recombinant USP1/UAF1, Ub-Rhodamine cleavage fluorescence | Potency, µM (highest dose often 57.1 µM), for the others: top-dose activity change, negative = inhibition, most hits filed as inhibitors | 390,000 tested, 0.23% active; further: potency means the concentration at half of the fitted maximal effect; on the % scale 0 is the no-effect control and ±100 the full control effect; nearly all actives have a fitted effect of over 60% in size; inactives centre near -12
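High-throughput fluorogenic screen: 1nM USP1/UAF1 complex, Ub-Rho substrate 150nM final, 50mM HEPES pH 7.8 with 0.5mM EDTA, 0.1 mg/ml BSA, 1mM TCEP and 0.01% Tween-20.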
TrxR1 inh = qHTS Assay for Inhibitors of Mammalian Selenoprotein Thioredoxin Reductase 1 (TrxR1): qHTS; Thioredoxin reductase 1, cytoplasmic (Rattus norvegicus), O89049; Potency, µM (titrated, usually from 114 µM), for inactives: at the highest dose activity change, negative = inhibition, usual class: inhibitors; 390,000 tested, 1% active; recombinant rTrxR1, NADPH fluorescence consumption, selenite substrate; further: potency means the concentration at half of the fitted maximal effect; on the % scale 0 is the no-effect control and ±100 the full control effect; nearly all actives have a fitted effect of over 65% in size
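Rat TrxR1 (90 nM in the dispensed reagent) was pre-reduced with 400 uM NADPH for 5 min at room temperature, then incubated with compound for 15 min. After 400 uM selenite was added, NADPH fluorescence (Ex 340/Em 450 nm) was followed for 8 min.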
HP1b chromo inh = HTS for Inhibitors of HP1-beta Chromodomain Interactions with Methylated Histone Tails; 390,000 tested, 0.56% active; Chromobox protein homolog 1 (Homo sapiens), P83916; AlphaScreen HP1-beta / biotin-H3K9me3 peptide binding; Potency, µM (doses to about 114 µM), for the others: at the highest dose activity change, negative = inhibition, hits mostly inhibitors; further: potency means the concentration at half of the fitted maximal effect; nearly all actives have a fitted effect of over 70% in size; inactives centre near 23
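HP1-beta protein (50 nM final) preincubated 30 min at room temperature with biotinylated H3(1-18)K9me3 peptide (50 nM) in PBS pH 7.4, 0.01% Tween-20, then compound added for 30 min. AlphaScreen streptavidin donor/nickel chelate acceptor beads (10 ug/mL final), 30 min dark, luminescence read.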
Pin1 inhibitor = qHTS Assay to Find Inhibitors of Pin1; Peptidyl-prolyl cis-trans isomerase NIMA-interacting 1 (Homo sapiens), Q13526; Pin1 FP peptide displacement, HiFluor488, 10 min; Potency, µM (series often up to 115 µM), for inactives: top-dose activity, negative = inhibition, most hits filed as inhibitors; 390,000 tested, 0.009% active; active means well fitted inhibition curve with a large enough effect in the polarisation, with a control signal flat, not every such curve was filed as active; inconclusive means small, poorly fitted or top-dose-only effect, or effect the other way, or a change in a side signal; inactive means no such curve, though single readings can be large or run the other way; the % refers to the polarisation; further: potency means the concentration at half of the fitted maximal effect; on the % scale 0 is the no-effect control and ±100 the full control effect
Starred values were filed as active, the others as inactive; i = inactive; u = inconclusive; x = no result given; [ ] = remark or other dose. Unless noted, the call rests on the fitted dose curve; in most records, active means well fitted curve in the direction sought with a large enough effect; inconclusive means small, poorly fitted or top-dose-only effect, or another doubt; inactive means no such curve, though single readings can be large; an effect the other way counts as inactive or inconclusive. An excerpt. The share of hits here may be higher or lower than overall.

Under each structure – GLS inhibitor	Pin1 inhibitor	PI4K2A block	TrxR1 inh	HP1b chromo inh	PGK inhibitor	USP1-UAF1 inh	TrxR1 substrate	mIDH1 inhibitor
- CC1CCCCN1C(=O)COc1ccc(S(=O)(=O)N2CCCC2)cc1[N+](=O)[O-] (stereo unspecified)
    -4%	-5%	-6	8%	32%[activator]	-3%	-13%	0%	-8%
- CC(=O)c1c(C)[nH]c(C(=O)Nc2nc(C)cs2)c1C
    2%	1%	13	29%[57.1 µM]	13%	-1%	-6%	11%[57.1 µM]	8%
- O=C(CCc1ccc(S(=O)(=O)N2CCOCC2)cc1)Oc1ccccc1
    5%	-3%	5	24%	17%	8%	-9%	5%	4%
- COc1ccc(S(=O)(=O)Nc2c(C(=O)O)[nH]c3ccc(OC)cc23)cc1
    -14%	-1%	10	30%[57.1 µM]	-30%	-4%	-19%	31%[57.1 µM]	0%
- CCN(CCNC(=O)C1=C(C)C(=O)OC12CCC(C)CC2)c1ccccc1 (stereo unspecified)
    -4%	-3%	-4	0%	10%	-4%	-11%	-2%	-2%
- O=C(COc1ccc2ccccc2c1)N1CCN(C(=O)c2ccco2)CC1
    -1%	0%	0	-37%	5%	0%	3%	5%[57.1 µM]	-2%
- CCCCc1ccc(NC(=O)COc2ccc(C(=O)Nc3ccccc3OCC)cc2)cc1
    2%	-6%	3	-2%	4%	-4%	1%	6%	-6%
- Cc1ccccc1NC(=O)Cc1nnc(NC(=O)Nc2ccccc2F)s1
    -2%	3%	-1	10%[57.1 µM]	25%	-1%	-1%	-3%	-8%
- O=C(O)CCCNC(=O)/C(=C\c1ccccc1F)NC(=O)c1ccccc1
    0%	3%	4	10%	51%[activator]	-3%	-21%	4%	8%
- O=C(Nc1nnc(-c2ccc(Cl)cc2)o1)C1=COCCO1
    6%	10%	-7	-12%	28%	-2%	1%	-12%	-3%
- CC(CC(=O)c1cccs1)CC(=O)c1cccs1
    0%	-8%	3	-3%	53%[activator]	x	-11%	-1%	1%
- Cc1ccc(S(=O)(=O)N2CCN(C(=O)c3cc4c(C)nn(-c5ccccc5C)c4s3)CC2)cc1
    -4%	9%	10	11%[57.1 µM]	26%	-9%	-23%	-25%[57.1 µM]	9%
- CCCN(CC1CC1)C(=O)COC(=O)c1oc2c(F)cccc2c1C
    -2%	8%	-2	31%	56%[activator]	-6%	-18%	1%	3%
- CCN1C(=O)[C@H]2[C@@H](c3ccc(C)cc3)N[C@]3(CCCN(CCC(C)C)C3=O)[C@H]2C1=O
    2%	x	-4	x	x	-1%	-16%	x	4%
- COC(=O)Cn1c2ccc(OC)cc2c2nc(C)sc21
    0%	4%	-7	21%[57.1 µM]	-3%	i	-5%	3%[57.1 µM]	-12%
- COc1ccc(-n2c(Cc3cccn3C)nnc2SCC(=O)NCc2ccccc2Cl)cc1
    1%	5%	-5	1%[57.1 µM]	7%	9%	-8%	5%[57.1 µM]	-7%
- CN(C(=O)CSc1nncc2ccccc12)c1ccccc1
    2%	-3%	2	11%[57.1 µM]	17%	-2%	-4%	0%	1%
- Cc1cccc(Nc2nc3ccccc3n3nnnc23)c1
    2%	1%	6	34%	39%[activator]	i	-16%	49%[activator]	-1%
- COc1ccc(C(=O)Nc2nnc(SCc3cc(=O)n4cccc(C)c4n3)s2)cc1
    4%	2%	1	8%[57.1 µM]	26%[57 µM]	-8%	-5%	2%[57.1 µM]	3%
- O=C(C1=C[C@H](C2CCCCC2)C[C@H](OCCCCO)O1)N1CCN(Cc2ccccc2)CC1
    -10%	1%	8	-9%[57.1 µM]	35%	0%	2%	2%	-5%

Next section; the last 4 above are carried over.
Under each structure – GLS inhibitor	Pin1 inhibitor	PI4K2A block	TrxR1 inh	HP1b chromo inh	PGK inhibitor	USP1-UAF1 inh	TrxR1 substrate	mIDH1 inhibitor
- CN(C(=O)CSc1nncc2ccccc12)c1ccccc1
    2%	-3%	2	11%[57.1 µM]	17%	-2%	-4%	0%	1%
- Cc1cccc(Nc2nc3ccccc3n3nnnc23)c1
    2%	1%	6	34%	39%[activator]	i	-16%	49%[activator]	-1%
- COc1ccc(C(=O)Nc2nnc(SCc3cc(=O)n4cccc(C)c4n3)s2)cc1
    4%	2%	1	8%[57.1 µM]	26%[57 µM]	-8%	-5%	2%[57.1 µM]	3%
- O=C(C1=C[C@H](C2CCCCC2)C[C@H](OCCCCO)O1)N1CCN(Cc2ccccc2)CC1
    -10%	1%	8	-9%[57.1 µM]	35%	0%	2%	2%	-5%
- CCOc1ccc(/C=C2\SC(=S)N(C(C(=O)O)c3ccccc3)C2=O)cc1OC (stereo unspecified)
    -6%	59%[activator]	-3	3%	16%	i	u	-2%	6%
- CN(C(=O)CSc1nc2ccccc2o1)C1CCS(=O)(=O)C1 (stereo unspecified)
    11%	u	3	5%	6%	-2%	-4%	-2%	-10%
- COc1ccccc1CNC(=O)C(C)n1nc(C)c2c(C)n(-c3ccccc3)nc2c1=O (stereo unspecified)
    2%	-11%	-2	15%	29%	-5%	-3%	8%	-1%
- CC(=O)Nc1ccc(NC(=O)CSc2ncc(C(=O)Nc3ccc(F)cc3)c(=O)n2C)cc1
    14%	20%	-17	-13%	-10%	-2%	-10%	-12%	-2%
- CC(C)(C)OC(=O)N(CCc1ccccc1)Cc1cccc(OCc2cccc(NC(=O)C3CC3)c2)c1
    1%	2%	0	21%	66%[activator]	-9%	-27%	2%	9%
- CCC(CC)NC(=O)Cc1ccccc1[N+](=O)[O-]
    15%	-1%	1	10%[57.1 µM]	17%	-1%	0%	6%[57.1 µM]	3%
- COCCNC(=O)C(=O)N/N=C(\C)CC(=O)Nc1cccnc1
    -4%	2%	-12	u	34%	5%	-20%	5%[57.1 µM]	0%
- COc1ccc(CCN(C)C(=O)CSc2ncnc3sccc23)cc1OC
    -1%	u	0	17%[57.1 µM]	-2%	-12%	-26%	3%[57.1 µM]	9%
- COC(=O)C1=C(C)N=c2s/c(=C/c3cccs3)c(=O)n2C1c1cccs1 (stereo unspecified)
    1%	8%	-10	-1%	52%[activator]	i	-25%	-11%	0%
- COc1ccccc1C(=O)Nc1ccccc1C(=O)N1C(C)CCCC1C (stereo unspecified)
    -4%	-2%	4	26%	33%	i	-28%	4%	7%
- O=C(Nc1ccc(Cl)cc1)c1ccc(-c2ccccn2)s1
    7%	-4%	-3	3%[57.1 µM]	12%	3%	-10%	10%[57.1 µM]	7%
- Cc1ccc(-c2nn(-c3ccccc3)cc2C(=O)N2CCN(C3CCS(=O)(=O)C3)CC2)cc1 (stereo unspecified)
    -6%	-8%	2	14%	30%	-9%	-21%	-1%	0%
- CCCCN(CCCC)CC(O)Cn1c2ccccc2c(=O)c2ccccc21 (stereo unspecified)
    -4%	14%	-1	48%[activator]	64%[activator]	-9%	-17%	263%[activator]	-6%
- CC(=O)c1ccc2c(c1)c(C#N)c1ccccc1[n+]2[O-]
    -7%	u	5	11%[57.1 µM]	14%	-1%	u	16%[57.1 µM]	-1%
- Cc1ccccc1-c1cc(C(=O)Nc2sc(C(=O)OC(C)C)c(C)c2C#N)c2ccccc2n1
    -12%	43%[activator]	-10	-1%	u	-2%	u	1%	2%
- COc1ccc(C2SCC(=O)N2Cc2ccccc2)cc1 (stereo unspecified)
    8%	-1%	0	17%	40%[activator]	-4%	-22%	4%	-5%
- CC1CN(S(=O)(=O)c2ccc(C(=O)Nc3nc(-c4cc5ccccc5o4)cs3)cc2)CC(C)O1 (stereo unspecified)
    -4%	15%	-3	21%	25%	i	-27%	32%[activator]	6%
- COc1ccccc1C(=O)NCC(=O)OCC(=O)Nc1ccc2[nH]c(=O)[nH]c2c1
    -3%	11%	0	12%[57.1 µM]	42%[activator]	1%	-24%	10%	1%
- CCC(NC(=O)CCc1c(C)c2cc3c(C)c(C)oc3cc2oc1=O)C(=O)N[C@@H](Cc1ccccc1)C(=O)O (stereo partly specified)
    2%	4%	-6	u	3%	-12%	-25%	24%	2%

Source: PubChem BioAssay (National Center for Advancing Translational Sciences (NCATS))
